Screening results as filed in PubChem BioAssay.
HSF1 inh = HSF1 inhibitors in luciferase reporter cells, primary screen, cell-based, NIH3T3, luminescence; NIH3T3-HGL HSE-luciferase, MG132-induced, luminescence 8 h; active compounds read low; activity change, negative = inhibition, % at 7.5 µM (by protocol); actives 0.77% (n = 300,000);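 active = more than half of replicate wells show activity change below -50%, luminescence cut by over half; inconclusive = some wells, but at most half, below -50%; inactive = no replicate well below -50%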;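 also: luciferase reports HSF-1 transcriptional activity via heat shock element; 0% = median of DMSO wells and -100% = zero luminescence signal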
Platelet DG rel = inhibitors of platelet dense granule secretion, primary screen, cell-based, MLPCN, human platelets. inhibition, %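 (compounds screened at 7.5 µM in platelet-rich plasma)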. AID 1663, 2009. human platelet-rich plasma, SFLLRN dense granule ATP release, luminescence. actives 0.22% (n = 300,000);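 active = mean replicate score, as percent of positive control, at or above 50; inconclusive = mean below 50 but at least one replicate at or above 50; inactive = mean and every replicate below 50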
HSF-1 act = HSF-1 activators, primary screen, NIH3T3-HGL cells, MG132 stress, luminescence, single point | NIH3T3-HGL HSF-1 luciferase reporter, 8 h; 100% = twice DMSO control signal | activation, % at 9 µM | actives 1.7% (n = 300,000) | AID 504408, 2011;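 active = mean replicate activation of at least 50% with a set share of replicates each reaching 50%; inconclusive = only one of those two conditions met; inactive = mean below 50% and too few replicates reaching it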;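 also: 0% = median of the neutral control wells and 100% = twice that signal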
AI-2 QS modul = Vibrio harveyi AI-2 quorum sensing modulators, primary screen, JMH597 strain, luminescence/OD600 ratio; Vibrio harveyi JMH597 AI-2 luminescence/OD600 ratio, 9 h; active compounds read low; strain lacks LuxN and CqsS sensors; 0 = neutral-control median; actives 0.4% (n = 300,000); activity change, % at 7.5 µM; in the data active = activity change below about -75%, passing the limit was not always enough; inconclusive = no clear call, values can overlap the other calls;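 also: luminescence divided by OD600 gain over 9 h not by final OD600 alone; inactives centre near 13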
HDAC3 inhib = HDAC3 deacetylase inhibitors, primary screen, biochemical, fluorescence, cell-free homogeneous; recombinant HDAC3, fluorogenic peptide/trypsin coupled; inhibition, % at 8.3 µM; actives 0.15% (n = 320,000); AID 2718, 2010; in the data active = inhibition above about 26%, passing the limit was not always enough; inconclusive = no clear call, values can overlap the other calls
GSK3 alpha inh = blockers of GSK3A enzyme activity – biochemical, luminescence, cell-free homogeneous, HTS, primary screen; Glycogen synthase kinase-3 alpha (Homo sapiens), P49840; actives 0.1% (n = 320,000); inhibition, % at 10 µM; GSK-3 alpha kinase, ADP-Glo luminescence, 60 min;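 in the data active = inhibition above about 50%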;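 also: GST-tagged GSK-3 alpha with peptide substrate and 25 µM ATP; 0% = DMSO neutral wells and 100% = GW8510 positive control wells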
Target sequence (P49840 whole entry, looked up): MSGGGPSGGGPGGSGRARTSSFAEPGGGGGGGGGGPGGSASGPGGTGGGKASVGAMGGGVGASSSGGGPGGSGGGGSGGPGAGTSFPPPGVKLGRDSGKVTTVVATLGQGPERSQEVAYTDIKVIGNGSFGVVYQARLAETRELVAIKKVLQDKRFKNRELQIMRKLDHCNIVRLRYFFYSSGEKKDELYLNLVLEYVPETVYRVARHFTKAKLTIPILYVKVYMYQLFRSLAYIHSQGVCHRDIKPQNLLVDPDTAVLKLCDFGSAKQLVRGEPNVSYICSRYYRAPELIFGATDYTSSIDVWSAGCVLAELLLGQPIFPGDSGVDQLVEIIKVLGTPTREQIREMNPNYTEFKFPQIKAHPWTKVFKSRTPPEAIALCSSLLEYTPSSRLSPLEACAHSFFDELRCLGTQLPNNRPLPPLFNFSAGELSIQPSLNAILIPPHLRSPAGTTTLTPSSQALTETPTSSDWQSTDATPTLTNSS
GSK3beta inhib = human GSK3beta kinase inhibitors, primary screen, biochemical, cell-free homogeneous, HTS | Glycogen synthase kinase-3 beta (Homo sapiens), P49841 | activity score (negative = inhibition), % at 10 µM | actives 0.038% (n = 300,000) | GST-GSK3beta kinase, ADP-Glo luminescence, 60 min; active compounds read low;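 active = more than half of replicate wells score below -50%, meaning over 50% inhibition versus plate controls; inconclusive = some replicates but at most half score below -50%; inactive = no replicate scores below -50%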;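 also: 0% = median DMSO wells and -100% = median GW8510 positive control wells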
Target sequence (P49841 whole entry, looked up): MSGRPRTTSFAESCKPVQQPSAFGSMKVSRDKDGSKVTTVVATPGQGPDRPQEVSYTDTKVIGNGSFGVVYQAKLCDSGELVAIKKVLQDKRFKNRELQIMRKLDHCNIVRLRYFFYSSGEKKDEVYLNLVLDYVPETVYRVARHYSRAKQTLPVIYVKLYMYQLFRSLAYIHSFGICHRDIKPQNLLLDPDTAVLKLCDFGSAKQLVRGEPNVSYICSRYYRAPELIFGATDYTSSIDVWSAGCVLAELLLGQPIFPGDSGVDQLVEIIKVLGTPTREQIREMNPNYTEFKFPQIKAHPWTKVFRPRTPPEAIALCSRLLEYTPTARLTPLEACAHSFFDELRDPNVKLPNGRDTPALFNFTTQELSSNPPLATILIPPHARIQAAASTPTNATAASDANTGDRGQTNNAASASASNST
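Test system: GST-fused GSK3beta enzyme, cell-free | Quantity: 1.6 ng GST-GSK3beta enzyme per well | Reagent: 25 µM ATP with peptide substrate | Schedule: 60 min enzyme reaction, room temperature | Signal: Luminescent ADP-Glo measurement of ADP formed | Read-out basis: Score relative to plate controls | Control set: DMSO and 20 µM GW8510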
PolyA inhibitor = polyadenylation inhibitors in yeast reporter cells, primary screen, luminescence, S. cerevisiae; S. cerevisiae SKY197-pL101 polyadenylation reporter, beta-gal luminescence; efflux-impaired pdr1/pdr3 knockout yeast; score 100 = 6 SD above DMSO; calls only at 12 µM; actives 0.02% (n = 300,000); AID 1875, 2009;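 active = lowest replicate activity score at least 50, where 100 means six control SD above control mean; inconclusive = lowest score under 50 but half or more replicates reach 50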;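 also: yeast exposed to compound for 9 h at 30 °C; higher score means more reporter readthrough which indicates perturbed polyadenylation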
Dyrk1A ADPGlo = rat Dyrk1A kinase inhibitors, primary screen, biochemical, single point, plate reader; Dual specificity tyrosine-phosphorylation-regulated kinase 1A (Rattus norvegicus), Q63470; ADP-Glo luminescence, NFATc1 peptide; inhibition, % at 12.5 µM; actives 0.43% (n = 310,000); AID 504441, 2011; in the data active = inhibition above about 50%;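 also: plate controls were vehicle with enzyme for no effect and no enzyme for full effect; many of its hits are not listed in these tables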
HSP90 inh = HSP90 inhibitors, primary screen, cell lysate, luminescence; Rabbit reticulocyte lysate, luciferase refolding luminescence, 3 h; inhibition, % at 5.6 µM; actives 0.91% (n = 290,000); AID 1789, 2009;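 active = inhibition above the screen-wide mean plus 3 SD, computed separately per campaign, cut at about 16% in these data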;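 also: 0% = DMSO wells and 100% = 60 µM geldanamycin wells; inhibitors lower the luminescence because luciferase stays unfolded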
* = called active by the depositor; i = inactive; ? = inconclusive; nt = not tested or not shown.

HSF1 inh	Platelet DG rel	HSF-1 act	AI-2 QS modul	HDAC3 inhib	GSK3 alpha inh	GSK3beta inhib	PolyA inhibitor	Dyrk1A ADPGlo	HSP90 inh	structure
0	-3	2	9	9	0	0	i	-2	5	Cn1cc(C=O)c2ccccc21
33	7	67*	20	3	-2	-2	i	-3	-5	O=C(CCN1C(=O)c2ccccc2C1=O)C1=NN[C@@H]2C(=O)N(c3ccc(F)cc3)C(=O)[C@H]12
-3	-2	28	20	-2	-2	2	i	-3	-1	Cc1ccc(-c2nnc(C)c(N3CCCC3)n2)cc1
-2	-32	6	-20	2	-2	1	nt	nt	nt	O=C(CN1C(=O)c2ccccc2S1(=O)=O)Nc1ccon1
-8	-6	-8	17	-3	nt	1	i	9	nt	Cc1ccnc(SCCn2c(Br)nc3c2c(=O)[nH]c(=O)n3C)n1
1	-8	18	-6	-3	-3	2	i	12	4	O=C(CN1CCN(c2ccccn2)CC1)Nc1ccc(Oc2ccccc2)cc1
-3	-3	-9	22	-38	0	2	nt	-3	6	Cc1c(CC(=O)O)c(=O)oc2c(C)c(OCc3nn[nH]n3)ccc12
11	-2	25	23	nt	nt	-2	i	-5	7	COc1cccc(C(=O)CSc2nnc(CNS(C)(=O)=O)n2-c2ccc(C)cc2)c1
2	-13	11	23	3	0	1	i	-3	1	Cc1nn(CC(=O)Nc2ccccc2C(F)(F)F)c(=O)c2cccn12
3	26	11	?	nt	nt	-3	i	-3	nt	O=C1COc2ccc(C(=O)COC(=O)c3ccc(Cl)cc3[N+](=O)[O-])cc2N1
-17	-5	-20	-9	0	4	-4	i	0	2	COC(=O)c1ccc(NC(=O)N2CCOCC2)cc1
0	4	14	18	-7	-1	-8	i	-5	0	Cc1ccccc1NC(=O)CSc1n[nH]c(-c2ccco2)n1
nt	nt	nt	15	-1	-1	-6	nt	3	-2	CCOC(=O)c1cc(-c2nnc(-c3cc(OC)c(OC)c(OC)c3)o2)c(C)nc1C
-7	28	0	-7	2	-1	2	i	2	3	Cc1c(C(=O)NCCSCc2ccccc2)cccc1[N+](=O)[O-]
-10	22	-12	-3	9	-2	-5	i	46	45*	Cc1ccc2nc(NC(=O)c3ccco3)sc2c1
-6	4	-3	-7	0	4	3	i	-3	1	CCCc1nn2c(=O)c(C(c3cccc(Cl)c3)c3c(O)nc4sc(CCC)nn4c3=O)c(O)nc2s1
1	1	3	32	0	1	1	i	9	-1	O=C(Cn1nnc(-c2cccs2)n1)NCc1ccco1
-7	-3	-16	12	-8	0	-3	i	-4	4	Cc1ccccc1-c1nc(CS(=O)(=O)CC(=O)N2CCN(C)CC2)c(C)o1
-2	5	-6	44	-9	nt	2	i	-3	3	CCOC(=O)C1(CCCc2ccccc2)CCN(Cc2ccn[nH]2)CC1
-20	-13	-15	23	3	0	-2	i	0	2	COc1cc(Nc2c3c(nc4ccccc24)CCC3)cc(OC)c1OC

Continued:
HSF1 inh	Platelet DG rel	HSF-1 act	AI-2 QS modul	HDAC3 inhib	GSK3 alpha inh	GSK3beta inhib	PolyA inhibitor	Dyrk1A ADPGlo	HSP90 inh	structure
-7	5	-9	23	-1	-3	0	i	1	-1	Cc1ccc2c(c1)C(O)(C1COC(C)(C)CC1=O)C(=O)N2C (centres undefined)
-2	-1	9	25	-3	-1	-1	i	2	4	Cc1ccccc1S(=O)(=O)Cc1ccc(C(=O)NCc2cccnc2)o1
-18	1	-13	nt	-2	1	nt	i	2	-3	COc1ccc(OC)c(S(=O)(=O)n2cnc3ccccc32)c1
nt	0	nt	-4	3	-1	-1	i	4	6	COc1cccc(CN(C)CC(=O)Nc2ccccc2N2CCOCC2)c1OC
-4	7	6	52	?	2	-4	i	1	1	COC(=S)N/C(=N\S(=O)(=O)c1ccc(Cl)cc1)c1ccccc1
-2	8	20	4	0	-3	3	i	0	6	CC1=C(C)CC(C(=O)N2CCN(Cc3ccccc3)CC2)C(C(=O)O)C1 (centres undefined)
3	-8	10	48	7	-3	5	i	5	nt	CCOc1cc(C(=O)Nc2ccc(S(=O)(=O)Nc3cnc4ccccc4n3)cc2)cc(OCC)c1OCC
17	6	23	7	0	-1	-5	i	4	1	O=c1c2sccc2nc(SCc2cc(=O)n3cc(Cl)ccc3n2)n1-c1ccc(F)cc1
3	14	12	14	-9	2	-1	i	0	0	COc1ccc(CNc2nc3ccccc3n2CCN2CCCCC2)cc1
3	-13	6	48	-1	0	4	i	-3	nt	CSCCC(NC(=O)c1ccccc1Br)C(=O)N1CCCCCCC1 (centres undefined)
-2	0	-3	7	6	-1	2	i	0	nt	O=C(COC(=O)C1CCN(S(=O)(=O)c2ccc3c(c2)OCCO3)CC1)NC1CCS(=O)(=O)C1 (centres undefined)
4	?	0	23	9	-2	3	i	2	-3	CN(C(=O)CSc1nncn1C)C1CCCN(Cc2ccccc2F)C1 (centres undefined)
0	4	-14	19	5	-1	-1	i	-4	1	Cc1nn(CC(N)=O)c(=O)c2ccccc12
-4	-8	-4	10	-3	1	5	i	8	-1	COc1cccc(C2(O)CCN(C(=O)c3cccs3)CC2)c1
10	1	19	2	21	0	0	i	-10	4	COc1ccc(-n2c(COc3ccc(C)cc3)nnc2SCc2ccc(C#N)cc2)cc1
-8	-6	-8	15	-2	-2	-2	i	-4	0	CC1CCCN(C(=S)NC2CCCC2)C1 (centres undefined)
-1	-6	-5	13	0	-2	0	i	-8	-5	OC(CNC1CCCC1)COc1ccc(F)cc1 (centres undefined)
-29	-5	-29	-86*	-2	4	3	i	7	3	O=C(N/N=C/c1ccc(O)cc1O)C(=O)N/N=C/c1ccc(O)cc1O
0	nt	13	4	2	1	2	i	-4	nt	Cc1ccc(C(CNC(=O)c2ccc(Br)o2)N2CCN(C)CC2)cc1 (centres undefined)
-9	-3	2	-91*	8	-2	-2	i	4	-5	COc1ccc(/C=N/NC(=O)Cn2cnc3ccccc3c2=O)cc1OC

(listing goes on)
HSF1 inh	Platelet DG rel	HSF-1 act	AI-2 QS modul	HDAC3 inhib	GSK3 alpha inh	GSK3beta inhib	PolyA inhibitor	Dyrk1A ADPGlo	HSP90 inh	structure
-5	7	2	12	7	-2	1	i	2	-2	COc1ccc(OC(=O)c2ccncc2)cc1
-1	-4	22	13	3	-2	1	i	-3	-4	CCOC(=O)C1CCCN(S(=O)(=O)c2ccc3c(c2)N(C(C)=O)CCO3)C1 (centres undefined)
-2	-6	-2	19	-5	-1	1	i	1	1	O=C(NCc1ccc(Cl)cc1)N1CCN(Cc2ccccc2)CC1
-5	-2	3	7	2	-1	-2	i	-2	7	COc1ccc(-c2nnn(CC(=O)N(C3CCCC3)C(C)C(=O)NC3CCCC3)n2)cc1OC (centres undefined)
-2	4	-9	5	0	2	-1	i	nt	nt	Cn1c2c(c3ccccc31)CCN=C2c1ccccc1
1	-6	-15	17	2	-1	2	i	0	-3	CCc1nnc(NC(=O)c2cc(OC)c(OC)cc2[N+](=O)[O-])s1
-5	1	-4	9	-4	1	12	i	2	0	COc1ccc(N(CC(O)CN2C(=O)NC(C)(C)C2=O)S(=O)(=O)c2ccccc2)cc1 (centres undefined)
-3	-6	11	10	-7	-4	2	i	0	4	COc1cc(OC)cc(C(=O)NC(C)c2cnn(-c3ccccc3C)c2C)c1 (centres undefined)
5	-3	-6	25	-26	-1	1	i	nt	nt	COc1ccc2oc(C(=O)OCC(=O)N(C)C3CCS(=O)(=O)C3)c(C)c2c1 (centres undefined)
3	4	15	14	-3	-1	3	i	5	-1	COc1ccc(OC)c(C2=NS(=O)(=O)N(C)C(C(=O)NCc3ccco3)=C2)c1
0	-10	-13	26	-9	0	3	i	6	-2	Cn1c(=O)c2c(ncn2CC(=O)Nc2nc3ccc(F)cc3s2)n(C)c1=O
-12	-5	10	19	-5	-4	5	i	-2	-1	CC(C)[C@H](NC(=O)c1ccccc1)C(=O)OCC(=O)N1CC2(C)CC1CC(C)(C)C2 (some centres undefined)

Molecules shown so far with a furan ring, fused or not:
HSF1 inh	Platelet DG rel	HSF-1 act	AI-2 QS modul	HDAC3 inhib	GSK3 alpha inh	GSK3beta inhib	PolyA inhibitor	Dyrk1A ADPGlo	HSP90 inh	structure
0	4	14	18	-7	-1	-8	i	-5	0	Cc1ccccc1NC(=O)CSc1n[nH]c(-c2ccco2)n1
-10	22	-12	-3	9	-2	-5	i	46	45*	Cc1ccc2nc(NC(=O)c3ccco3)sc2c1
1	1	3	32	0	1	1	i	9	-1	O=C(Cn1nnc(-c2cccs2)n1)NCc1ccco1
-2	-1	9	25	-3	-1	-1	i	2	4	Cc1ccccc1S(=O)(=O)Cc1ccc(C(=O)NCc2cccnc2)o1
0	nt	13	4	2	1	2	i	-4	nt	Cc1ccc(C(CNC(=O)c2ccc(Br)o2)N2CCN(C)CC2)cc1 (centres undefined)
5	-3	-6	25	-26	-1	1	i	nt	nt	COc1ccc2oc(C(=O)OCC(=O)N(C)C3CCS(=O)(=O)C3)c(C)c2c1 (centres undefined)
3	4	15	14	-3	-1	3	i	5	-1	COc1ccc(OC)c(C2=NS(=O)(=O)N(C)C(C(=O)NCc3ccco3)=C2)c1

Some of these compounds in order of the HSF-1 act value, falling:
canonical_smiles | HSF1 inh | Platelet DG rel | HSF-1 act | AI-2 QS modul | HDAC3 inhib | GSK3 alpha inh | GSK3beta inhib | PolyA inhibitor | Dyrk1A ADPGlo | HSP90 inh
CC(C)[C@H](NC(=O)c1ccccc1)C(=O)OCC(=O)N1CC2(C)CC1CC(C)(C)C2 (some centres undefined) | -12 | -5 | 10 | 19 | -5 | -4 | 5 | i | -2 | -1
Cn1c(=O)c2c(ncn2CC(=O)Nc2nc3ccc(F)cc3s2)n(C)c1=O | 0 | -10 | -13 | 26 | -9 | 0 | 3 | i | 6 | -2
CCc1nnc(NC(=O)c2cc(OC)c(OC)cc2[N+](=O)[O-])s1 | 1 | -6 | -15 | 17 | 2 | -1 | 2 | i | 0 | -3

Some of the compounds tested (hit frequency here may not be typical).
